High-throughput results from PubChem BioAssay.
APE1 inh = qHTS Assay for Inhibitors of the Human Apurinic/apyrimidinic Endonuclease 1 (APE1) | hit rate 0.35% among 350,000 | Potency, µM (highest dose often 65.8 µM), inactives show top-dose activity change, negative = inhibition, usual class: inhibitors | recombinant APE1, TAMRA/BHQ-2 abasic DNA cleavage fluorescence | DNA repair nuclease/redox regulator APEX1 (Homo sapiens), P27695;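 note: potency is the fitted concentration of half-maximal effect; plate controls were vehicle for no effect and reference inhibitor for full effect; nearly all actives have a fitted effect of over 55% in size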
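Step 1: APE1 (0.75 nM) with compound, 15 min RT. Step 2: add 50 nM fluorophore/quencher THF duplex. Step 3: three fluorescence reads 60 s apart (525/598 nm); read 3 minus read 1 = reaction progress.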
ALOX12 inh = Primary qHTS assay for inhibitors of human arachidonate 12S-lipoxygenase (ALOX12): Round 2; AID 1671190, 2021; Potency, µM (highest dose often 108 µM), for the others: top-dose activity change, negative = inhibition, actives largely listed as inhibitors; purified 12hLO, xylenol orange hydroperoxide absorbance; Polyunsaturated fatty acid lipoxygenase ALOX12 (Homo sapiens), P18054; hit rate 1.1% among 580,000; note: potency is the fitted concentration of half-maximal effect; % is set by controls: 0 for no effect and ±100 for the full control effect
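Purified human 12hLO (150 nM final) in 25 mM Hepes, 0.01% Triton X-100, pH 7.0 was preincubated 15 min at room temperature with compound. Then 40 uM arachidonic acid was added, 30 min. Hydroperoxide was read by Fe-XO absorbance ratio 573/405 nm.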
POLI inh = qHTS for Inhibitors of Polymerase Iota; Potency, µM (highest dose often 115 µM), for the others: at the highest dose activity, negative = inhibition, actives largely listed as inhibitors; Pol iota fluorescent replication assay, 10 min; hit rate 1% among 390,000; DNA polymerase iota (Homo sapiens), Q9UNA4; AID 588590, 2011; note: potency is the fitted concentration of half-maximal effect
Target sequence (Q9UNA4 whole entry, looked up): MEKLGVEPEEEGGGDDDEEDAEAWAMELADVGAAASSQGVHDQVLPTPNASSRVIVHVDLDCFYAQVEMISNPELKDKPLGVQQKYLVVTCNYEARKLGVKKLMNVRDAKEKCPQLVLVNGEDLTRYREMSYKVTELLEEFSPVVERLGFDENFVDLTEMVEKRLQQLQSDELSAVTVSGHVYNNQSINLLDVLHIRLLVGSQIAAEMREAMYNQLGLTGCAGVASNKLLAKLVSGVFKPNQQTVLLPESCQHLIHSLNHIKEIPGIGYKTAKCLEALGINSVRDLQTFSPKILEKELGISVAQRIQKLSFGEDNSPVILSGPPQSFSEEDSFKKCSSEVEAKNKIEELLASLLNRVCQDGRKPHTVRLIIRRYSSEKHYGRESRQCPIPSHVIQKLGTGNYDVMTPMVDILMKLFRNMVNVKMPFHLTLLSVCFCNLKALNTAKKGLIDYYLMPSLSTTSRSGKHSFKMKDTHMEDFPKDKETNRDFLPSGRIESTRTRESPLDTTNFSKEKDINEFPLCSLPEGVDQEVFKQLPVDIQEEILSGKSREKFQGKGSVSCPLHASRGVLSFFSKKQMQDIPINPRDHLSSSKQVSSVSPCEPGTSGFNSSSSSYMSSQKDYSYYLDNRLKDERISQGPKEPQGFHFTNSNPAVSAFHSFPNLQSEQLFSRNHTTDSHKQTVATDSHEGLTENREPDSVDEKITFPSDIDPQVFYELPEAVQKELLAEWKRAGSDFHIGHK
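Pol iota at 10 nM preincubated 15 min with compounds at room temperature; reaction started with fluorescent substrate, 50 nM final. Fluorescence read kinetically at 0 and 10 min; buffer-only wells as negative control.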
Pol beta inh = qHTS Assay for Inhibitors of DNA Polymerase Beta. Pol beta primer extension/strand displacement, fluorescence kinetic. hit rate 1.3% among 340,000. P06746. Potency, µM (highest dose often 114 µM), for the others: at the highest dose activity change, negative = inhibition, usual class: inhibitors; note: potency is the fitted concentration of half-maximal effect; % is set by controls: 0 for no effect and ±100 for the full control effect
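Enzyme-only controls used 10 nM Pol beta; buffer lacking enzyme served as negative control. Compound preincubated 15 min, then 50 nM substrate added; 0 and 10 min reads at room temperature.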
Pol kappa inh = qHTS for Inhibitors of Polymerase Kappa | DNA polymerase kappa (Homo sapiens), Q9UBT6 | purified Pol kappa, fluorescent DNA synthesis assay, 10 min | Potency, µM (series often up to 107 µM), without a hit: at the top dose activity, negative = inhibition, hits mostly inhibitors | hit rate 0.53% among 400,000 | AID 588579, 2011; note: potency is the fitted concentration of half-maximal effect; % is set by controls: 0 for no effect and ±100 for the full control effect
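10 nM Pol kappa was preincubated with compounds for 15 min at room temperature. Reaction started with 50 nM (final) substrate. Fluorescence read kinetically at 0 and 10 min.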
BLM helicase inh = qHTS Assay for Inhibitors of Bloom's syndrome helicase (BLM) | RecQ-like DNA helicase BLM (Homo sapiens), P54132 | recombinant BLM DNA unwinding, fluorescence dequenching | Potency, µM (top dose mostly 56.1 µM), for the others: at the top dose activity change, negative = inhibition, most hits filed as inhibitors | hit rate 0.2% among 350,000;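 note: potency is the fitted concentration of half-maximal effect; plate controls were vehicle for no effect and no enzyme for full effect; nearly all actives have a fitted effect of over 35% in size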
TRHR agonist = qHTS for Small Molecule Agonists and Allosteric Enhancers of Human TRH Receptor: Primary Screen for Agonists | Thyrotropin-releasing hormone receptor (Homo sapiens), P34981 | TRHR cells, calcium flux fluo-8, FDSS agonist mode | activation, % at 2 µM | hit rate 0.18% among 360,000; in the data active = activation above about 30%; note: 0% is about no effect
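Read-out: compound-evoked intracellular calcium rise in TRHR cells, fluo-8 dye, kinetic FDSS fluorescence at 1 s/cycle following a 10-cycle baseline. Cells cultured overnight before dye loading (30 min–1.5 h, RT).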
Anesthetic bind = qHTS Assay for Identification of Novel General Anesthetics; Ferritin light chain (Equus caballus), P02791; apoferritin/1-aminoanthracene competitive binding, fluorescence; Potency, µM (series often up to 77.5 µM), for the others: at the top dose activity change, negative = displacement, usual class: inhibitors; hit rate 0.074% among 350,000; AID 485281, 2010; note: potency is the fitted concentration of half-maximal effect; % is set by controls: 0 for no effect and ±100 for the full control effect; nearly all actives have a fitted effect of over 20% in size
Target sequence (P02791 2-175 limits assumed): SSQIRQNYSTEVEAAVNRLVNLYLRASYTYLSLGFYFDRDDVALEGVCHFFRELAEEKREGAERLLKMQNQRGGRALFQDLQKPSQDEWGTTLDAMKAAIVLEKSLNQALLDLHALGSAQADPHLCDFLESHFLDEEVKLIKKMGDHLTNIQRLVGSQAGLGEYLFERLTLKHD
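Horse-spleen apoferritin (10 uM) in 50% saturated 1-aminoanthracene in PBS was incubated 10 min at room temperature with compound. Fluorescence (ex 380, em 535 nm) was normalized to free and bound 1-AMA, with concentration-response fitted by a four-parameter Hill equation.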
ERG Ets-DNA blk = qHTS for Small Molecule Inhibitors of the ERG Ets/DNA interaction; Potency, µM (highest dose often 76.9 µM), without a hit: at the top dose FP activity, negative = inhibition, hits mostly inhibitors; Transcriptional regulator ERG (Homo sapiens), P11308; fluorescence polarization, His-ERG Ets domain / labelled DNA; hit rate 0.028% among 370,000; AID 624246, 2012; active = well fitted inhibition curve with a large enough effect in the polarisation, with a control signal flat; inconclusive = small, poorly fitted or top-dose-only effect, or effect the other way, or a change in a side signal; inactive = no such curve, though single readings can be large or run the other way; the % refers to the polarisation;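 note: polarization taken with two DNA probes labelled with fluorescein and Texas red; potency is the fitted concentration of half-maximal effect; % of control where 0% means no effect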
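His-tagged ERG Ets domain (1 uM in the protein solution; 300mM KCl, 50mM Tris-HCl, 1mM EDTA, 1mM DTT, pH 7.5) received compound, then a probe mix of 5 nM fluorescein-DNA and 100nM Texas-615-DNA. Fluorescence polarization was read for both dyes.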
The depositor's hits bear a star; ? = inconclusive; / = no result given; & = joins results of further samples; [ ] = remark or other dose. Unless noted, calls come from the whole dose curve; as a rule, active = well fitted curve in the direction sought with a large enough effect; inconclusive = small, poorly fitted or top-dose-only effect, or another doubt; inactive = no such curve, though single readings can be large; an effect the other way counts as inactive or inconclusive. Not all compounds are listed; rates above refer to the full screens.

SMILES	APE1 inh	ALOX12 inh	POLI inh	Pol beta inh	Pol kappa inh	BLM helicase inh	TRHR agonist	Anesthetic bind	ERG Ets-DNA blk
CN(C)S(=O)(=O)c1ccc(C(=O)NCCN2C(=O)S/C(=C\c3cccnc3)C2=O)cc1	1%	-5%	-29%	-1%	0%	-17%	-0.8	-8%	5%
Cc1ccc(NC(=O)Nc2cnc3ccccc3c2)cc1	27%	-10%	-5%	20µM*	-10%	-16%	1.1	1%	8%
COC(=O)C1(S(=O)(=O)c2cc(Br)cc3c2N(C(C)=O)CC3)CC1	1%	/	11%	22%	-2%	0%	-0.4	-8%	-2%
Cc1cccc(N2CCN(C(=O)CCNS(=O)(=O)c3cccs3)CC2C)c1 (stereo not drawn)	9%	1%	64%[activator]	16%	-7%	-3%	-0.5	3%	-10%
Cc1ccc2cc(C)c(Sc3nnnn3-c3ccccc3)nc2c1	2%	-5%	-5%	30%	-14%	-3%	0.0	-8%	-8%
CC1=NN(/C(=N\c2nnc(C)s2)Nc2ccc(C)cc2)[C@H](c2ccc(C)cc2)S1	-5%	-7%	0%	1%	-5%	-5%	3.8	-12%	-10%
COc1ccc(Br)cc1CNC(=O)CCSCc1ccc(Cl)cc1	/	0%	-12%	7%	1%[60.1 µM]	-9%	2.3	45%[activator]	-2%
CC(C)c1cc(C(=O)NC(C)c2ccccc2)no1 (stereo not drawn)	/	-15%	0%	-24%	-10%	-3%	-0.7	?	-3%
Cn1c(-c2ccccc2)cnc1SCC(=O)N1CCCCC1	5%	4%	7%	14%	-13%	3%	0.1	2%	1%
COc1cccc(NC(=O)c2ccc3nc(Cc4ccccc4)oc3c2)c1	/	-24%	12%	12%	-11%[60.1 µM]	-6%	0.4	2%	9%
Cc1ccc(/C=N/Nc2ccc(F)cc2F)s1	10%	-9%	-26%	5%	-17%	-15%	0.8	-16%	-4%
O=C(COc1ccc(S(=O)(=O)N2CCCCC2)cc1)N1CCOCC1	5%	0%	20%	6%	-9%	-3%	0.3	-1%	16%
CC(=O)Nc1cc(-c2ccc(Cl)cc2)nn1-c1ccccc1	-2%	16%	10%	-14%	7%	3%	1.4	7%	7%
Cc1[nH]c2ccccc2c1/C=C(\C#N)S(=O)(=O)c1ccccc1	0%	-18%	21%	0%	-3%	-7%	1.1	-10%	6%
CN(C)CC#CCCCCCCC#CCN(C)C	-3%	/	/	19%	/	3%	0.4	-2%	/
CCOC(=O)/C(C#N)=C1/C=C(C)c2ccccc2N1	-6%	-15%	?	0%	-15%	-6%	1.1	-9%	13%
O=C1CC(c2c(F)cccc2Cl)C(n2cncn2)C(O)=C1C1NCCc2ccccc21 (stereo not drawn)	8%	-12%	83%[activator]	28%	4%	-3%	0.1	0%	-5%
COc1ccc(CCn2nnnc2C(C(C)C)N2CCC(C(N)=O)CC2)cc1OC (stereo not drawn)	10%	13%	10%	6%	-3%	-2%	0.0	-1%	-6%
Nn1c(SCc2cccc(C(F)(F)F)c2)nnc1-c1ccco1	2%	2%	7%	-22%	-9%	0%	-0.5	?	1%
COc1ccc(Cl)cc1N(CC(=O)N1CCCC1)S(=O)(=O)c1ccc(C)cc1	10%	-22%	41%[activator]	13%	-4%	-10%	3.3	1%	21%
CCCc1nc(SCC(=O)N2CCC(C)CC2)c2c(=O)n(C)c(=O)n(C)c2n1	1%	5%	9%	14%	0%	-2%	1.0	-20%	6%
CCCCN(C(=O)CSCC(=O)Nc1ccc(OC)cc1)c1c(N)n(CCC)c(=O)[nH]c1=O	2%	-29%	65%[activator]	/	-10%	/	0.5	/	-2%
O=C(CSc1nccn1Cc1ccccc1)Nc1nccs1	3%	-14%	-6%	-20%	-2%	-1%	0.1	-4%	6%
COc1ccc(C(=O)COc2nc(C)cc(C)c2C#N)cc1	0%	-25%	7%	0%	-7%	-1%	0.4	?	3%
NC(=O)C1CCN(CC(=O)Nc2cccc(C(=O)Nc3cccc(C(F)(F)F)c3)c2)CC1	15%	3%&-3%	32%[activator]	36%	-15%	-1%	1.1	-7%	-11%
COc1ccc(CC(=O)Nc2cccc3ccccc23)cc1OC	4%[12.4 µM]	-1%	-7%	9%	-3%	-2%	0.5	4%	-6%
Cc1c(C(=O)NCc2ccc(Cl)cc2)sc2nc3n(c(=O)c12)CCCC3	/	-20%	14%	-26%	-4%	-2%	0.9	/	0%
COc1ccc(NC(=S)Nc2ccc3nccnc3c2)cc1	9%	-12%	9%	5%	-7%	-11%	1.0	191%[activator]	-5%
COc1ccc(N2CCN(c3ncnc4scc(-c5ccc(C)cc5)c34)CC2)cc1	38%[activator]	3%	-18%	-3%	-6%	-10%	0.1	-11%	17%
O=C1N(CCCCN2C(=O)C3(OCCO3)c3ccccc32)c2ccccc2C12OCCO2	-1%	16%	-1%	-11%	-6%	0%	-2.1	-3%	-7%

Random excerpt: three compounds from above, in no set order.
SMILES	APE1 inh	ALOX12 inh	POLI inh	Pol beta inh	Pol kappa inh	BLM helicase inh	TRHR agonist	Anesthetic bind	ERG Ets-DNA blk
CCCc1nc(SCC(=O)N2CCC(C)CC2)c2c(=O)n(C)c(=O)n(C)c2n1	1%	5%	9%	14%	0%	-2%	1.0	-20%	6%
COc1ccc(C(=O)COc2nc(C)cc(C)c2C#N)cc1	0%	-25%	7%	0%	-7%	-1%	0.4	?	3%
COc1ccc(NC(=S)Nc2ccc3nccnc3c2)cc1	9%	-12%	9%	5%	-7%	-11%	1.0	191%[activator]	-5%

(next part)
SMILES	APE1 inh	ALOX12 inh	POLI inh	Pol beta inh	Pol kappa inh	BLM helicase inh	TRHR agonist	Anesthetic bind	ERG Ets-DNA blk
O=S(=O)(/C=C/c1ccccc1)n1cnc2ccccc21	0%	445%[activator]	-2%	7%	-12%	-1%	0.4	-13%	-4%
CCCc1[nH]n(-c2nc3ccccc3s2)c(=O)c1C=NCCCOC	0%	5%	0%	-11%	-6%	6%	-0.1	-9%	-5%
O=C(O)CCN1C(=O)C2C3c4ccccc4C(c4ccccc43)C2C1=O (stereo not drawn)	?	0%	12%	41%	2%	-1%	0.5	-5%	13%
O=C(O)c1cc(NS(=O)(=O)c2ccc(N3CCCCC3)c([N+](=O)[O-])c2)cc(C(=O)O)c1	-6%	13%	?	15%	-23%	-15%	0.3	0%	5%
COc1ccc(N2CCN(C(=O)c3cn(C)c(=O)c4c3c3ccccc3n4C)CC2)cc1	-1%	?	34%[activator]	15%	0%	-6%	-0.8	-9%	3%
COc1cc(NC(=O)c2ccc3c(SCC(=O)O)c4c(nc3c2)CCC4)cc(OC)c1OC	-24%	-7%	?	-4%	?	-7%	-0.6	-7%	2%
Cc1cc(C)c(C)c(S(=O)(=O)N2CCC(C(=O)NCc3ccco3)CC2)c1C	-13%	38%[activator]	10%	/	8%	/	-0.5	/	9%
C=CCNS(=O)(=O)c1cc(S(=O)(=O)NCC=C)c(OC)cc1OC	1%	-7%	40%[activator]	43%	-17%	-2%	0.2	1%	-5%
Cc1ccc(CN(C(=O)COc2ccc(Cl)cc2C)C2CCS(=O)(=O)C2)o1 (stereo not drawn)	/	0%	-3%	-7%	0%	-1%	0.7	-15%	4%
CC(=O)Nc1ccc(C(=O)OCC(=O)Nc2ccc(N3CCOCC3)cc2)cc1	-6%	5%	30%	4%	2%	-4%	-0.2	-5%	4%
O=C(N=NC(=O)c1ccc2c(O)n(C3CCCCC3)c(O)c2c1)c1cccnc1	2%	6%	5%	5%	1%	-2%	0.5	?	0%
COc1cccc(NC(=O)CSC2=Nc3ccccc3C3=NC(CCC(=O)NC4CCCCC4)C(=O)N23)c1 (stereo not drawn)	/	-28%	12%	0%	-8%[60.1 µM]	5%	-0.2	-7%	8%
O=C(O)CSc1nc2ccccc2[nH]1	0%	?	1%	0%	-1%	0%	1.1	-4%	2%
Cc1cc(NC(=O)CS(=O)(=O)c2ccc(Cl)cc2)no1	49%[activator]	5%	-5%	1%	4%	2%	0.5	-1%	16%
CCOC(=O)CSc1nc2ccccc2c(=O)n1CC1CCCC1	14%	-92%	0%	6%	-13%	0%	0.5	-3%	2%
Cc1cc(C)c(S(=O)(=O)N2CCN(CCN3C(=O)c4cccc5cccc(c45)C3=O)CC2)cc1[N+](=O)[O-]	2%	/	/	2%	/	-1%	0.0	-1%	/
CC(C)NS(=O)(=O)c1ccc(OCC(=O)NCc2ccc3c(c2)OCO3)c(Cl)c1	-1%	-1%	10%	3%	0%	-1%	0.1	8%	4%
O=C(NN=C1CCCC1)c1ccc(O)cc1	16%	15%	36%[activator]	18%	2%	-4%	-2.7	-1%	-25%
COc1cccc(-n2c(=S)sc3c(=O)n(-c4ccccc4OC)c(=S)[nH]c32)c1	1%	-5%	7%	2%	-11%	-3%	0.2	-12%	-1%
O=C(O)c1nccnc1C(=O)NCCc1c[nH]c2ccccc12	10%	?	-7%	7%	-6%	-1%	0.8	0%	-7%
COC(=O)c1ccc(CNC(=O)[C@@H]2CCCN2S(=O)(=O)c2ccccc2F)cc1	18%	63%[activator]	19%	/	-7%	/	/	/	1%
Cc1c(NC(=O)c2cc(-c3cccc(Cl)c3)on2)c(=O)n(-c2ccccc2)n1C	15%	-8%&0%	-9%&-6%	20%&-23%	-5%&-14%	1%&-2%	-0.6&-1.4	?	1%&4%
